# N370S GC: inhibits or activates N370S mutant glucocerebrosidase | Potency, µM (top dose mostly 59.4 µM), without a hit: at the highest dose activity change, negative = inhibition, actives largely listed as inhibitors | N370S GC spleen homogenate, 4MU-glucoside fluorescence | P04062 | actives 0.092% (n = 330,000);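 also: 0% = full enzyme activity and -100% = no enzyme basal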
# DT40 TDP1 CPT: growth inhibition of DT40 Tdp1-/-;hTDP1 cells with camptothecin (screen for TDP1 inhibitors). AID 686979. actives 12% (n = 420,000). chicken DT40 Tdp1-/-;hTDP1 cells + 20 nM CPT, ATP luminescence, 48 h. Potency, µM (titrated, usually from 46.2 µM), for inactives: at the top dose activity change, negative = growth inhibition, most hits filed as inhibitors; also: nearly all actives have a fitted effect of over 55% in size
#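 Chicken DT40 Tdp1-/- cells stably complemented with human TDP1 were seeded at 400 cells/well in medium containing 20 nM camptothecin, exposed to pin-transferred compounds, and grown at 37 °C for at least 48 hr. Viability was read as ATP luminescence.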
# FEN1 inhibitor: inhibitors of human flap endonuclease 1; Potency, µM (doses to about 114 µM), for the others: at the highest dose activity change, negative = inhibition, actives largely listed as inhibitors; Recombinant FEN1 flap cleavage, fluorescence, 15 min; P39748; AID 588795; actives 0.35% (n = 390,000); also: nearly all actives have a fitted effect of over 65% in size
# Target sequence (P39748 whole entry, looked up): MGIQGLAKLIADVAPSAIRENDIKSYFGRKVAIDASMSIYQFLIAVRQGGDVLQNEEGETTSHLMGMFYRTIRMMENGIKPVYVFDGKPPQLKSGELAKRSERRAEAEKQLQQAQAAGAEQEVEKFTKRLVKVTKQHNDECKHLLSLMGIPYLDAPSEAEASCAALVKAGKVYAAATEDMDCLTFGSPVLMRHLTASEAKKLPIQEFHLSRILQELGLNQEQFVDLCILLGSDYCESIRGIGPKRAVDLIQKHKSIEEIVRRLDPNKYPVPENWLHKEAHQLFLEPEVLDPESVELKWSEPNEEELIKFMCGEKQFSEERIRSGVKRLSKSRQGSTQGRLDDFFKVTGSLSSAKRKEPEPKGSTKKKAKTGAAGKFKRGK
#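 Enzyme 10 nM, 15 min RT preincubation with compound; start with substrate 50 nM final; reads at 0 and 15 min; qHTS titration, four-parameter Hill fit.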
# Numbers without * were called inactive; u = inconclusive; x = not tested or not shown; & = joins results of further samples; ! = not confirmed by another sample; [ ] = another dose, or the depositor's remark. Calls follow the shape of the dose curve; as a rule, active = well fitted curve in the direction sought with a large enough effect; inconclusive = small, poorly fitted or top-dose-only effect, or another doubt; inactive = no such curve, though single readings can be large; an effect the other way counts as inactive or inconclusive. Unless noted, % is scaled to controls: 0 for no effect and ±100 for the full control effect; potency is read from the fitted curve at half-maximal effect.
Structure	DT40 TDP1 CPT	FEN1 inhibitor	N370S GC
CC1=Nc2cc(C(=O)N3CCC(C)CC3)ccc2Sc2ccc(Cl)cc21	15µM*	u	x
O=S(=O)(NCC(c1ccco1)N1CCN(c2ccccc2)CC1)c1cc(F)ccc1F (stereo unspecified)	u	-32%	x
Cc1cccc(N2CC(C(=O)O)CC2=O)c1C (stereo unspecified)	2%	1%	7%
Cc1ccc2c(c1)N(S(=O)(=O)c1ccc(CN3C(=O)c4cccnc4C3=O)s1)CCO2	-10%	5%	u
O=C(CSc1ncnc2ccccc12)NCCc1ccccc1	-2%	15%	3%
O=C(NCc1ccccc1)c1cccc(NS(=O)(=O)c2cccc3cccnc23)c1	-13%	-12%	-1%
CCCN1C(=O)C2(/C(=C(\O)c3ccc4c(c3)OCCO4)C(=O)C(=O)N2CCCOC)c2ccccc21 (stereo unspecified)	-3%	8%	3%
Cc1ccc(N=Nc2c(C)[nH]n(-c3ccccc3)c2=O)cc1Br	-15%	-16%	0%
O=C(CCl)N(Cc1ccccc1)c1ccccc1	5.2µM*	18%	3%
CCCCNC(=O)c1cc(-c2ccc(OC)cc2)on1	-30%	-2%	-1%
COc1ccccc1-c1noc(-c2ccc(NCc3cccnc3)c([N+](=O)[O-])c2)n1	u	-18%	x
O=C(c1ccco1)N1CCN(C(c2ccccc2)c2nnnn2Cc2cccs2)CC1 (stereo unspecified)	-4%	-1%	-8%
CCn1c(C(C)NC(=O)c2cccc(C)c2)n[nH]c1=S (stereo unspecified)	6%	-13%	7%
Cc1cc2c(cc3c(SCc4cccc(F)c4)nnc(C)n32)o1	u	-1%	x
Cc1cc2cc(CNC(=S)NC3CCCCC3)ccc2n1C	u	1%	0%
COc1cccc(CNC(=O)c2c(O)nc3ccccn3c2=O)c1	-10%	-7%	x
O=[N+]([O-])c1ccccc1/C=C/C=N/n1c(-c2cc(-c3ccccc3)n[nH]2)n[nH]c1=S	-8%	u	-4%
CCCc1cc(=O)[nH]c(SCc2cc(Cl)ccc2OC(F)F)n1	2%	7%	5%[12.8 µM]
O=C(NNC(=S)NC(=O)c1cccc([N+](=O)[O-])c1)c1ccc(Br)cc1	16µM*	1%	-5%
NS(=O)(=O)c1ccc(NC(=O)/C=C/c2ccc3c(c2)OCO3)cc1	-2%	12%	9%
O=C(OC1CCOC1=O)c1cc(-c2ccc(Br)cc2)nc2ccccc12 (stereo unspecified)	-4%	-4%	15%
COc1cccc(/C=C/C(=O)Nc2ccc(C(=O)Nc3cccc(S(N)(=O)=O)c3)cc2)c1OC	-27%	-6%	29%
CCOc1ccccc1NC(=O)N1CCCC1C(=O)NCc1ccco1 (stereo unspecified)	-4%	3%	-2%
Cc1ccc(OCCn2c(CNc3cccc(C)c3)nc3ccccc32)cc1	u	-20%	x
Nc1nc(SCc2ccc3c(c2)OCCO3)n[nH]1	-7%	-20%	-21%
CC(C)Oc1cc(NC(=O)CS(=O)CC(=O)Nc2cccc(C(F)(F)F)c2)c(Cl)cc1Cl (stereo unspecified)	21µM*	-22%	-6%
COc1ccccc1CCNC(=O)C(=O)NCC1OCCN1S(=O)(=O)c1ccc(Br)cc1 (stereo unspecified)	-3%	-1%	-3%
CC(C)N1CCC(N2CCN(CC#Cc3ccccc3)CC2CCO)CC1 (stereo unspecified)	0%	4%	10%
c1ccc(Nc2nc(-c3ccoc3)nc3ccccc23)cc1	u	x	13µM*
CCOC(=O)c1sc2ccc(S(=O)(=O)N3CCOCC3)cc2c1N	u	-5%	u
COc1ccc(-n2cnc3ccccc3c2=O)c([N+](=O)[O-])c1	-4%	-3%	-9%
Cc1ccccc1-c1noc(CCC(=O)NCC2CCCO2)n1 (stereo unspecified)	-18%	-6%	9%
O=C(Cc1cccs1)Nc1cccc(-c2nc3ccccc3[nH]2)c1	-14%	0%	-18%
CC(C)c1ccc2[nH]c(O)c(N=NC(=O)c3ccc(CSc4nncn4C)cc3)c2c1	23µM*	0%	1%
CC1(c2ccccc2)NC(=O)N(CC(=O)Nc2nc(-c3ccccn3)cs2)C1=O (stereo unspecified)	23µM*	-5%	-21%
OCC[C@@H]1C[C@H](O)[C@@H](O)[C@@]2(OCCc3ccccc32)O1	-30%	22%	-1%
O=C(COC(=O)c1cccc2c1C(=O)c1ccccc1C2=O)NC1CCCCC1	u	-35%	14%
OCCOCCN1CCN(C2=Nc3ccccc3Sc3ccccc32)CC1	24µM*!	-7%&-3%	-4%&-3%&-7%&0%
COc1ccc(OC)c(NC(=O)CCCSc2ccccc2)c1	-13%	0%	7%
COc1cc(SC)ccc1C(=O)Nc1ccc2c(c1)OCCO2	u	-14%	18%
COc1ccc(CCN(C)Cc2c(O)ccc3ccccc23)cc1OC	u	-18%	u
Cc1cccc(-n2cc(-c3ccccc3)c3c(=O)[nH]cnc32)c1	0%	-16%	-2%
N#C/C(=C/c1ccc(N2CCCCC2)o1)C(=O)NCCc1c[nH]c2ccccc12	u	-7%	-5%
OCCN1CCN(CCOc2cccc(Cl)c2)CC1	u	-2%	0%
COc1ccc(NC(=O)c2ccc3nc[nH]c3c2)c(OC)c1	1%	-6%	-10%
Cc1cc(C)nc(SCC(=O)Nn2cnnc2)n1	-3%	4%	8%[2.35 µM]
CN1CCN(NC(=O)c2cc(Br)ccc2Cl)CC1	-14%	0%	4%
CCCOCc1cc(CN2CCN(c3cccc(Cl)c3)CC2)c(O)c2ncccc12	5.8µM*	-11%	x
COc1ccc2c(c1)SC(C)CC2=O (stereo unspecified)	-2%	-8%	9%
CCOC(=O)c1cc(OC(=O)c2ccccc2Cl)n(-c2ccccc2)n1	-14%	-7%	x
O=C(CCc1nnc2ccc(N3CCCC3)nn12)Nc1ccc(F)c(F)c1	-21%	-2%	-1%
COc1cccc(C(c2c(NC(=O)c3ccco3)sc(C)c2C)N2CCOCC2)c1 (stereo unspecified)	u	6%	x
O=C(O)C1C2CCC(C2)C1C(=O)Nc1cccc([N+](=O)[O-])c1 (stereo unspecified)	7%	-4%	-12%
Cc1c(Cl)cccc1NCC(=O)NN=C1CCCC1	0%	-4%	29%
O=C(O)c1cccc(NC(=O)c2cccc(S(=O)(=O)N3CCCCC3)c2)c1	7%	13%	-7%
Cc1cc(C(F)(F)F)n2nc(-c3sccc3-n3cccc3)cc2n1	-12%	-4%	4%
O=C(Nc1nc(-c2ccccc2)cs1)c1ccc(=O)[nH]c1	u	-10%	1%
Cc1cc(C)c(S(=O)(=O)c2cc(F)ccc2C)c(=O)[nH]1	2%	21%	-4%
Cc1cc(N2CCN(c3ccccn3)CC2)n2cc(-c3ccccc3)nc2n1	21µM*	u	-1%
COCCCn1c(=O)/c(=C\c2ccccc2OC(F)F)s/c1=C(/C#N)C(N)=O	-3%	15%	-5%

# The listing continues:
Structure	DT40 TDP1 CPT	FEN1 inhibitor	N370S GC
CCOc1ccc(NC(=O)Cc2ccc(S(=O)(=O)N3CCCCC3)cc2)cc1OCC	u	2%	x
O=C(COc1ccccc1)OC(C(=O)c1ccccc1)c1ccccc1 (stereo unspecified)	3%	-20%	-5%
COc1ccc(/C=N/N=C(\N)c2nonc2N)cc1OC	-5%	8%	-14%
O=C(Nc1ccccc1)Nc1cccc2ccccc12	16µM*	-8%	2%
S=C(NCc1ccco1)N/N=C/c1ccncc1	0%	-2%	-7%
Cc1ccc2[nH]cc(CCCN3C(=O)c4ccccc4C3=O)c2c1	u	u	5%
c1ccc(-c2n[nH]c3ccccc23)cc1	-2%	3%	1%
COc1ccc(N2CCN(S(=O)(=O)CCNS(=O)(=O)c3ccccc3)CC2)cc1	-9%	0%	0%
CCOc1nc2ccccc2cc1C=O	2.3µM*	-1%	5%
C/C(CCc1ccccc1)=N\NC(=O)CCc1ccccc1	-29%	5%	4%
Cc1ccc(-c2noc(CSc3nnc(-c4ccc(Cl)cc4)n3C)n2)cc1	18µM*	12%	x
Cc1ccc(S(=O)(=O)CC(=O)Nc2ncc([N+](=O)[O-])s2)cc1	2%	-9%	-4%
COc1ccc(NC(=S)N(CCN2CCCCC2)Cc2ccco2)cc1	u	-1%	-5%
CC(=O)NCCOc1ccc(C(=O)O)cc1	1%	4%	3%
C/C(=N\NC(=O)c1ccn(C)n1)c1ccco1	2%	-8%	-6%
COc1ccc(-n2ccnc(NCc3ccccc3OC)c2=O)cc1	u	13%	x
O=C(Nc1nncs1)c1cc(-c2ccco2)nc2ccccc12	0%	-17%	x
CCC(=O)N1c2ccc(S(=O)(=O)CCC(=O)N3CCN(c4ccccc4)CC3)cc2CC1C (stereo unspecified)	-22%	-8%	16%
CCC(=O)N/C(=N/c1nc(C)cc(C)n1)Nc1ccc(C)cc1	u	-14%	22%
CCc1cccc2c(C(=O)COC(=O)c3cnc(C)cn3)c[nH]c12	0%	-1%	x
O=C(C(=O)N1CCN(c2cccc(Cl)c2)CC1)c1cn(CC(=O)N2CCOCC2)c2ccccc12	-22%	-7%	-5%
COc1cc2c(cc1OC)C(C(=O)O)C(c1ccc(C)o1)N(C)C2=O (stereo unspecified)	-6%	6%	-13%
CCCc1nc(-c2ccccc2O)n(-c2ccccc2)n1	-27%	-2%	3%
Cc1cc(C)cc(OCC(=O)OCC(=O)NCCC2=CCCCC2)c1	7%	0%	13%
CC(C)O	3%	x	13%
COc1ccc(OC)c(S(=O)(=O)Oc2ccc(N)c3ccccc23)c1	u	0%	x
CCn1c(SCC(=O)O)nnc1-c1cccnc1	0%	-4%	14%
CC(C)c1cccc(C(C)C)c1OC(=O)[C@H]1OC(C(C)(C)C)=C[C@@H]1c1ccccc1	-21%	0%	x
N#CCS(=O)(=O)c1ccccc1	15%	-10%	-9%
CC(=O)C1=C(c2ccccc2)OC(N)=C(C#N)C1c1ccccc1C (stereo unspecified)	-5%	-10%	-1%

# One compound at a time, as listed above. Screens in order: DT40 TDP1 CPT	FEN1 inhibitor	N370S GC
# Entry for S=C(NCc1ccco1)N/N=C/c1ccncc1 → 0%	-2%	-7%
# Entry for Cc1ccc2[nH]cc(CCCN3C(=O)c4ccccc4C3=O)c2c1 → u	u	5%

# (more compounds)
Structure	DT40 TDP1 CPT	FEN1 inhibitor	N370S GC
CCC(=O)N1CCc2cc(S(=O)(=O)NC(Cc3ccccc3)C(=O)NCc3ccccc3)ccc21 (stereo unspecified)	u	-18%	x
O=S(=O)(c1ccccc1)N1CCC[C@@]2(CCN(Cc3cc(C(F)(F)F)cc(C(F)(F)F)c3)C2)C1	u	x	-3%
COc1ccccc1C(=O)Nc1ccc(OCc2cc(=O)n3cc(C)sc3n2)cc1	5%	-7%	x
COCC(=O)N1CCC(Oc2ccc(C(=O)NCc3csc(C(C)C)n3)cc2)CC1	0%	21%	-3%
CSc1nc(N)nc(SCC(=O)C(C)(C)C)c1C#N	u	-4%	25%
CCCCCC(=O)NNC1=NCC(Cc2ccccc2)S1 (stereo unspecified)	2%	6%	1%
COc1cc(-c2nn3c(-c4cccnc4)nnc3s2)cc(OC)c1OC	u	2%	3%
CCCC1C2CN(C(C)=O)CC=C2C(C#N)=C(N)C1(C#N)C#N (stereo unspecified)	-4%	12%	-22%
COc1ccc(-c2nc3ccccc3n2Cc2ccc(C)cc2)cc1	16µM*	-19%	15%
Cc1ccc(S(=O)(=O)N(CCCN(C)C)Cc2ccc3c(c2)OCO3)cc1	16µM*	15%	-23%
Cc1ccc(Nc2nnc(-c3ccc(C)c(S(=O)(=O)N4CCOCC4)c3)c3ccccc23)c(C)c1	u	2%	x
CCCCc1nc(Cl)c(CO)n1Cc1ccc(-c2ccccc2-c2nnn[nH]2)cc1	18%	-3%	x
Cc1ccc(N(C(=O)Nc2ccccc2)C2=NCCC2)cc1	1%	0%	5%

# Among those listed so far, 6 contain a nitro group on carbon.
Structure	DT40 TDP1 CPT	FEN1 inhibitor	N370S GC
COc1ccccc1-c1noc(-c2ccc(NCc3cccnc3)c([N+](=O)[O-])c2)n1	u	-18%	x
O=[N+]([O-])c1ccccc1/C=C/C=N/n1c(-c2cc(-c3ccccc3)n[nH]2)n[nH]c1=S	-8%	u	-4%
O=C(NNC(=S)NC(=O)c1cccc([N+](=O)[O-])c1)c1ccc(Br)cc1	16µM*	1%	-5%
COc1ccc(-n2cnc3ccccc3c2=O)c([N+](=O)[O-])c1	-4%	-3%	-9%
O=C(O)C1C2CCC(C2)C1C(=O)Nc1cccc([N+](=O)[O-])c1 (stereo unspecified)	7%	-4%	-12%
Cc1ccc(S(=O)(=O)CC(=O)Nc2ncc([N+](=O)[O-])s2)cc1	2%	-9%	-4%

# Only part of the results is shown; count on the stated rates, not on these rows.
